Source: PubChem
TGFb inhibitor: qHTS for Inhibitors of TGF-b | HepG2 CAGA-GFP TGF-b/SMAD3 reporter, GFP fluorescence, 18 h; TGF-beta stimulated, 500 pg/mL final | hit rate 1.2% among 410,000 | Potency, µM (highest dose often 46.1 µM), for the others: at the highest dose activity, negative = inhibition, most hits filed as inhibitors | AID 588855, 2011; also: potency is read from the fitted curve at half-maximal effect; % is scaled to controls: 0 for no effect and ±100 for the full control effect; nearly all actives have a fitted effect of over 65% in size
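HEPG2 CAGA-GFP reporter cells (1000/well, DMEM with 1% FBS) received compounds, then recombinant TGF-beta at 500 pg/mL final for 18 hours at 37 degrees C. Per-cell GFP summed per well was normalised to unstimulated and stimulated DMSO controls before curve fitting.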
Nrf2 activator: qHTS of Nrf2 Activators; Potency, µM (top dose mostly 46.1 µM), without a hit: top-dose activation, actives largely listed as activators; AREc32 ARE-luciferase reporter (MCF7-derived line), luminescence, 24 h; AID 624171, 2012; hit rate 0.31% among 410,000; also: potency is read from the fitted curve at half-maximal effect; % of control where 0% means no effect; nearly all actives have a fitted effect of over 65% in size
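Luminescent ARE reporter assay in AREc32_Fluc cells: overnight plating at 37 deg C, 24 hr compound incubation, Steady-Glo added, 30 min RT before reading.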
A549 tox: Nrf2 qHTS screen for inhibitors: counterscreen for cytotoxicity. A549 ARE-Fluc cells, CellTiter-Fluor viability, 18-24 h. hit rate 0.16% among 390,000. Potency, µM (titrated, usually from 46 µM), for the others: top-dose activity change, negative = cytotoxicity, actives largely listed as inhibitors; also: potency is read from the fitted curve at half-maximal effect; % is scaled to controls: 0 for no effect and ±100 for the full control effect
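Cytotoxicity counterscreen: CellTiter-Fluor fluorescence was measured in A549 ARE_Fluc cells after 18-24 h of compound exposure in a concentration series. The subsequent BugLite luminescent read reports ARE-luciferase activity.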
EPAC2 antag: qHTS for Antagonist of cAMP-regulated guanine nucleotide exchange factor 2 (EPAC2): primary screen; AID 720708, 2013; hit rate 0.18% among 360,000; Potency, µM (highest dose often 114 µM), for the others: at the top dose activity, negative = inhibition, hits mostly inhibitors; Rap guanine nucleotide exchange factor 4 (Homo sapiens), Q8WZA2; EPAC2 GEF exchange of Rap1B-BODIPY-GDP, fluorescence; also: potency is read from the fitted curve at half-maximal effect; % is scaled to controls: 0 for no effect and ±100 for the full control effect; nearly all actives have a fitted effect of over 45% in size; many of its hits are not listed in these tables
Target sequence (Q8WZA2 whole entry, looked up): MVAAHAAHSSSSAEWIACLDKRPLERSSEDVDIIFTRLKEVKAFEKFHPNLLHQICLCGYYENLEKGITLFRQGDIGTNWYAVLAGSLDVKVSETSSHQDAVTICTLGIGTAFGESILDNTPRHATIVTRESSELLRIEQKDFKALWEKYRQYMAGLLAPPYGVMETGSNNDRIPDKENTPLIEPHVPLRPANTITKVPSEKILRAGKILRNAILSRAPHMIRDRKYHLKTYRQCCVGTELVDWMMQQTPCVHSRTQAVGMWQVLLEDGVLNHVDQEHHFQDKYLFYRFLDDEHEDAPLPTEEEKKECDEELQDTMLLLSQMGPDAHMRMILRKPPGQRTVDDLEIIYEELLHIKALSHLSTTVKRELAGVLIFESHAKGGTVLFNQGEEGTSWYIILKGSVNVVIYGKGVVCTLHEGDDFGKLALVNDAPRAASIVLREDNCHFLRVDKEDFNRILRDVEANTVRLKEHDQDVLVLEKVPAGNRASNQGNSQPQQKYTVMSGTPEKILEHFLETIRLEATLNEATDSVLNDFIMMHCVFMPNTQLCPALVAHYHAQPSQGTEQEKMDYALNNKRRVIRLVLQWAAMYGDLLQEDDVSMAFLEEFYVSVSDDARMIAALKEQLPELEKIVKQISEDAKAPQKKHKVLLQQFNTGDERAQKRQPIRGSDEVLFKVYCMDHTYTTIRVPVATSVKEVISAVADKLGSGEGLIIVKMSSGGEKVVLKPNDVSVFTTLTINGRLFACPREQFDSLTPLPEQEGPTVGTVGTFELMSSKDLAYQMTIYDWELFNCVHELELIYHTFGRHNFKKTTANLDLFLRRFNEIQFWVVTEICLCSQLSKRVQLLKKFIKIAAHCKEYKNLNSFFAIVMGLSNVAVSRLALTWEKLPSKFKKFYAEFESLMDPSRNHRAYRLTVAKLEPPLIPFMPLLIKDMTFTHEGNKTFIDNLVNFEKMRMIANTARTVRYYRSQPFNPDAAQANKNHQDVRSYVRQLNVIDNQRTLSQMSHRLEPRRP
Akt phos inh: HTS Assay for Inhibitors of Akt Phophorylation: Primary Screen; Neuro2A IGF-stimulated pAkt S473 HTRF, 20 min; stronger effect = lower value; activity change, % for hits at 50 µM; hit rate 0.32% among 360,000; AID 651550, 2012; in the data active = activity change below about -80%; inconclusive = mostly about -51% to -80%; also: % is scaled to controls: 0 for no effect and ±100 for the full control effect
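Single-point screen (50 µM final compound) in Neuro2A cells stimulated 20 min with 6 nM IGF at 37 deg C. After lysis, Ser473-phosphorylated Akt read by HTRF (ex 330 nm, em 615/665 nm) as the 665/615 ratio.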
Nrf2 block: Nrf2 qHTS screen for inhibitors; Potency, µM (doses to about 46 µM), for the others: at the top dose activity change, negative = inhibition, usual class: inhibitors; hit rate 2.1% among 360,000; A549 ARE-Fluc reporter, luciferase luminescence, 18-24 h; AID 504444, 2011; also: potency is read from the fitted curve at half-maximal effect; % is scaled to controls: 0 for no effect and ±100 for the full control effect; nearly all actives have a fitted effect of over 60% in size
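Two sequential reads on A549 ARE_Fluc cells exposed to compound for 18-24 h: a CellTiter-Fluor fluorescence read for viability, then a luciferase luminescence read for Nrf2/ARE activity.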
MmCpn inh: Inhibitors of TCP-1 ring complex (TRiC) of Methanococcus maripaludis (MmCpn): qHTS; Chaperonin Mm-Cpn (Methanococcus maripaludis); purified Mm-Cpn ATPase, ADP Transcreener TR-FRET; Potency, µM (highest dose often 76.9 µM), for the others: top-dose activity, negative = inhibition, usual class: inhibitors; hit rate 0.031% among 330,000; AID 504842, 2011; also: potency is read from the fitted curve at half-maximal effect; % is scaled to controls: 0 for no effect and ±100 for the full control effect; nearly all actives have a fitted effect of over 80% in size
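Measured: ADP formation by purified Mm-CPN. Conditions: 25 nM protein, 10 uM ATP, Tris pH 7.4 with Mg2+, K+ and DTT, 37°C for 30 min. Detection: Transcreener HTRF after 30 min at room temperature.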
CCT modulator: High-Throughput Screening for Modulators of Cytosolic Chaperonin Activity. activity change, % (test concentration not listed), hits read low. purified chaperonin ATPase assay, HTRF ADP detection, 30 min. hit rate 0.3% among 360,000; in the data active = activity change below about -30%; also: % is scaled to controls: 0 for no effect and ±100 for the full control effect
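Nucleotide hydrolysis assay: TRiC at 20–40 nM final (set by batch activity) with 10 uM ATP, 30 min at 37 °C, in presence of 76 uM compound. Detection by competitive ADP HTRF, 30 min ambient.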
EPAC2 ag: qHTS for Agonist of cAMP-regulated guanine nucleotide exchange factor 4 (EPAC2): primary screen | Rap guanine nucleotide exchange factor 4 (Homo sapiens), Q8WZA2 | hit rate 0.079% among 360,000 | AID 720711, 2013 | EPAC2 activation, biochemical qHTS; response scale: 100% = 6.5 mM cAMP response | Potency, µM (series often up to 154 µM), for the others: at the top dose activation, hits mostly activators; also: potency is read from the fitted curve at half-maximal effect; nearly all actives have a fitted effect of over 50% in size
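In this primary screen, activation is scored as increased exchange of BODIPY-GDP from Rap1B by 100 nM EPAC2, with 50 uM GDP as competitor. Signal is normalized to the 6.5 mM cAMP agonist control.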
Active calls of the source: *; i = inactive; ? = inconclusive; nt = not tested or not shown; [ ] = remark or other dose. Unless noted, calls follow the shape of the dose curve; as a rule, active = well fitted curve in the direction sought with a large enough effect; inconclusive = small, poorly fitted or top-dose-only effect, or another doubt; inactive = no such curve, though single readings can be large; an effect the other way counts as inactive or inconclusive. An excerpt; rates above refer to the full screens.

Value order – TGFb inhibitor, Nrf2 activator, A549 tox, EPAC2 antag, Akt phos inh, Nrf2 block, MmCpn inh, CCT modulator, EPAC2 ag
O=C(O)CCN1CCN(S(=O)(=O)c2ccc3ccccc3c2)CC1
  1%, -0.5%, 2%, 8%, i, -13%, 1%, -2.1, 16%
O=C1/C(=C/c2ccc(O)cc2)COc2ccccc21
  ?, ?, 0%, 2%, i, 14%, -8%, -0.5, 9%
CCn1nnc(-c2ccccc2NC(=O)c2cnccn2)n1
  9%, -0.6%, -1%, 2%, i, ?, nt, 0.3, -10%
O=C(NCCc1ccccc1)C1CC(=O)N(C2CCCCC2)C1 (configuration not stated)
  0%, 0.5%, 7%, -4%, i, -11%, -2%, -1.4, 12%
COc1ccccc1CNS(=O)(=O)CCNC(=O)c1ccccc1
  7%, 0.1%, 4%, 4%, i, -6%, -1%, -1.1, 11%
CCN1CCN(S(=O)(=O)c2ccc(Cl)c(C(=O)Oc3ccc(CC(=O)OC)cc3)c2)CC1
  1%, 0.0%, -3%, 9%, i, -3%, nt, -3.7, 2%
O=C(Cc1ccccc1)NCC(=O)Nc1ccc(OC(F)(F)F)cc1
  10%, 0.3%, -4%, 0%, i, 8%, -1%, -1.3, -7%
O=C(COC(=O)c1ccc(O)cc1)NCC1CCCO1 (configuration not stated)
  -18%, -0.5%, 5%, -4%, i, 1%, -1%, -0.6, -3%
CCCCCC(=O)Nc1ccc(N2CCN(CC)CC2)c(Cl)c1
  52%[activator], 5.8%, 1%, 21%, i, ?, -1%, 3.2, -2%
CCOC(=O)[C@]12CCCC=C1N(Cc1ccc3c(c1)OCO3)C(=O)[C@H](CC(=O)NCc1cccs1)C2
  nt, 0.0%, nt, -13%, i, nt, nt, -0.6, 5%
Cc1cc(C(=O)CCC(=O)Nc2ncccc2C)c(C)s1
  -3%, 0.3%, 2%, 12%, i, 2%, -1%, -1.6, -10%
O=C(N[C@H]1C/C=C\C[C@H](CC(=O)N(CCO)Cc2ccccc2)C(=O)NC[C@H](c2ccccc2)OC1=O)OCC1c2ccccc2-c2ccccc21
  5%, 4.6%, -2%, 1%, i, -1%, 3%, 0.3, 2%
COc1ccc(S(=O)(=O)N2CCN(c3ccccc3)CC2)cc1-c1noc(C)n1
  11%, -0.8%, 4%, nt, nt, 10%, nt, nt, nt
C=CCC[C@H](Cc1ccc(F)cc1)C(=O)OC[C@@H](C)NC(=O)[C@H](CC=C)CC(=O)N(CCO)Cc1ccccc1
  ?, 3.8%, -3%, -12%, i, -17%, -2%, 0.2, -6%
COC(=O)c1ccc(NC(=S)Nc2ccc(O)cc2)cc1
  -1%, 19%, -4%, 2%, i, 7%, 1%, -5.2, -1%
S=C1NCCOCCOCCNC(=S)N2CCOCCOCCN1CCOCCOCC2
  -8%, 0.2%, 9%, 0%, i, -3%, -1%, -2.4, -3%
C[C@@H](C(=O)Nc1ccc2ccccc2c1)[C@@H]1C[C@@]1(C)[C@@H](NC(=O)OCc1ccccc1)c1ccccc1
  ?, 0.5%, -4%, -1%, i, 9%, -4%, -2.2, 13%
Cc1cc(OCC(=O)NCCCN2CCOCC2)cc(C)c1Cl
  4%, -0.1%, ?, 2%[57.1 µM], i, 14%, nt, 2.5, -2%
COc1ccccc1-n1c(SCC(=O)N2CCOCC2)nc2cccnc21
  1%, 0.0%, -2%, -5%, i, -13%, 0%, -1.0, 8%
CSc1nccc(-c2sc(SC)c(C#N)c2-c2ccccc2)n1
  -3%, -1.0%, -3%, -19%, i, ?, -10%, -2.1, 9%
CCCN1C(=O)/C(=C/c2ccc(N3CCOCC3)cc2)NC1=S
  1%, 3.4%, 0%, 6%, i, -2%, -5%, -7.0, -129%[inhibitor]
CCCn1c(C2CCCN2c2nc(-c3cccc(Br)c3)cs2)nc2ccccc21 (configuration not stated)
  ?, 2.4%, -7%, -10%, i, 1%, -15%, -0.9, 0%
COc1ccccc1NC(=O)CSc1nnc2ccc(-c3ccccn3)nn12
  -5%, 3.1%, 2%, -5%, i, -2%, 0%, 2.2, -2%
Cc1cnc([N+](=O)[O-])n1CCOC(=O)NC(=O)c1c(F)cccc1F
  7%, 0.2%, 1%, 6%, i, 4%, -2%, -1.6, -4%
CC(/C=N/n1cnnc1)=C\c1ccccc1
  6%, 0.1%, -16%, -1%, i, -22%, nt, -1.6, 1%
CCOC(=O)Cc1c(C)nc2c(-c3ccc(Cl)cc3)cnn2c1C
  -3%, 1.8%, 9%, -40%, i, -4%, 0%, 0.1, 1%
O=C(CN1CCSC1=NCc1ccccc1)c1ccccc1
  0%, 0.0%, 0%, 4%, i, -5%, 0%, -0.1, ?
c1ccc2c(c1)c1cccc3ccc4cccc2c4c31
  9%, -1.3%, 3%, -7%, i, -6%, -1%, 0.0, 8%
CCCCN1C(=O)C(NC(=O)CC(C)C)(C(F)(F)F)C2=C1CC(C)(C)CC2=O (configuration not stated)
  11%, -0.3%, -3%, 11%, i, 16%, 0%, 2.3, 12%
Cc1ccc(NC(=O)CNC(=O)Cn2cnc3sc(C)c(C)c3c2=O)cc1F
  -6%, 0.2%, 4%, 11%, i, 2%, 3%, -1.6, -16%

Structures listed so far containing fluorine (5):
Value order – TGFb inhibitor, Nrf2 activator, A549 tox, EPAC2 antag, Akt phos inh, Nrf2 block, MmCpn inh, CCT modulator, EPAC2 ag
O=C(Cc1ccccc1)NCC(=O)Nc1ccc(OC(F)(F)F)cc1
  10%, 0.3%, -4%, 0%, i, 8%, -1%, -1.3, -7%
C=CCC[C@H](Cc1ccc(F)cc1)C(=O)OC[C@@H](C)NC(=O)[C@H](CC=C)CC(=O)N(CCO)Cc1ccccc1
  ?, 3.8%, -3%, -12%, i, -17%, -2%, 0.2, -6%
Cc1cnc([N+](=O)[O-])n1CCOC(=O)NC(=O)c1c(F)cccc1F
  7%, 0.2%, 1%, 6%, i, 4%, -2%, -1.6, -4%
CCCCN1C(=O)C(NC(=O)CC(C)C)(C(F)(F)F)C2=C1CC(C)(C)CC2=O (configuration not stated)
  11%, -0.3%, -3%, 11%, i, 16%, 0%, 2.3, 12%
Cc1ccc(NC(=O)CNC(=O)Cn2cnc3sc(C)c(C)c3c2=O)cc1F
  -6%, 0.2%, 4%, 11%, i, 2%, 3%, -1.6, -16%

Following part
Keys: A = TGFb inhibitor; B = Nrf2 activator; C = A549 tox; D = EPAC2 antag; E = Akt phos inh; F = Nrf2 block; G = MmCpn inh; H = CCT modulator; I = EPAC2 ag
mol: O=C(N/N=C/c1cccc2nccnc12)c1ccccc1O
  A: -6% | B: 0.2% | C: -9% | D: -3% | E: i | F: -9% | G: -1% | H: 0.9 | I: 3%

mol: O=C(NCc1ccccc1)c1cccnc1N1CCOCC1
  A: -15% | B: 0.1% | C: -1% | D: -3% | E: i | F: 1% | G: 3% | H: 0.3 | I: -8%

mol: O=C(NCCN1CCOCC1)c1cc2ccccc2o1
  A: 0% | B: -0.4% | C: -13% | D: 8% | E: i | F: 3% | G: 0% | H: 0.4 | I: -4%

mol: Cc1cccnc1CNC(=O)C1(C)CCCN1CC(C)C (configuration not stated)
  A: -23% | B: -0.3% | C: nt | D: 32%[activator] | E: i | F: nt | G: nt | H: -0.8 | I: -2%

mol: COc1cccc(NC(=O)c2ccc(N3C(=O)C4CC=CCC4C3=O)cc2)c1 (configuration not stated)
  A: -11% | B: -0.5% | C: 0% | D: 2% | E: i | F: ? | G: nt | H: -1.6 | I: 17%

mol: Cc1ccc(S(=O)(=O)NCCSc2nnnn2-c2ccc(Cl)c(C(=O)O)c2)cc1
  A: 1% | B: -0.6% | C: 14% | D: nt | E: nt | F: 5% | G: nt | H: nt | I: nt

mol: Cc1ccc(NS(=O)(=O)c2ccc(-c3cnc(C4CC4)o3)cc2)c(C)c1
  A: 13µM* | B: 0.3% | C: -4% | D: -9% | E: i | F: 0% | G: -1% | H: -0.9 | I: 13%

mol: Cc1cccc(Nc2nnc(SCC(=O)NCC3CCCO3)s2)c1C (configuration not stated)
  A: -8% | B: 2.4% | C: 0% | D: 1% | E: i | F: -14% | G: 1% | H: 1.1 | I: -9%

mol: COC(=O)CNC(c1ccccc1)c1cc(Br)ccc1NC(=O)c1ccc(Cl)cc1 (configuration not stated)
  A: -16% | B: 0.0% | C: 0% | D: nt | E: nt | F: -11% | G: nt | H: nt | I: nt

mol: Cc1cc2cc(CNC(=S)NC3CCCCC3)ccc2[nH]1
  A: ? | B: 0.3% | C: -10% | D: -11% | E: i | F: ? | G: 0% | H: -0.5 | I: 4%

mol: O=C(O)CC1(CC(=O)NCc2ccc(F)cc2)CCCCC1
  A: -15% | B: -1.3% | C: -4% | D: 2% | E: i | F: 9% | G: -1% | H: -1.5 | I: -7%

mol: O=C1CC2(CCCCCC2)Oc2ccccc21
  A: -1% | B: 4.2% | C: -6% | D: ? | E: i | F: 1% | G: nt | H: 0.5 | I: 1%
